Ins promoter up – MIN6 insulin promoter up-regulation; MIN6 insulin promoter-GFP reporter, high-content imaging; stronger effect = higher value; z-score at 5 µM; 190,000 tested, 0.3% active; AID 1625;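 active = z-score above 3 at 5 µM with at least 500 cells counted in the well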
Yfh1-off respiration – mitochondrial function rescue without frataxin homolog – Friedreich's ataxia, plus single-dose screen, dose response (AID 1465) | 220,000 tested, 0.074% active | one-dose fold induction at 50 µM; EC50 in µM for titrated hits | S. cerevisiae Yfh1-off respiration, WST-1 reduction, 72 h; higher fold induction means a stronger effect;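 active = fold induction of absorbance versus untreated yeast above a set limit, then at least 30% activation at any dose in follow-up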;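 also: activators that raise dye reduction in frataxin-depleted yeast; strong numbers were not always called active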
PMI inhibitors – inhibitors of human PMI, primary screen, biochemical, fluorescence intensity, coupled assay (AID 1209). purified PMI enzyme, coupled fluorescence intensity; higher % means a stronger effect. one-dose inhibition, % at 20 µM; IC50 in µM for titrated hits. 190,000 tested, 0.42% active;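 also: plate controls were DMSO vehicle for no effect and wells lacking substrate for full effect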
human PMI inhibitors – MPI inhibition at elevated mannose 6-phosphate – biochemical, fluorescence intensity, high mannose 6-phosphate, primary screen (AID 1220); recombinant PMI enzyme, coupled fluorescence intensity; higher % means a stronger effect; one-dose inhibition, % at 20 µM; IC50 in µM for titrated hits; 190,000 tested, 0.66% active
b-catenin transl – modulators of beta-catenin nuclear translocation. HeLa beta-catenin nuclear translocation, immunofluorescence imaging. nuclear translocation activity, % at 5 µM. 190,000 tested, 0.3% active. AID 1665;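 active = nuclear translocation activity above 50% at 5 µM, with a well cell count of 50 or more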;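 also: per-cell ratio of nuclear to cytoplasmic median beta-catenin stain intensity; plate controls were DMSO negative control for no effect and GSK-3 inhibitor IX positive control for full effect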
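test system = HeLa cells, endogenous beta-catenin | dosing = single 5 µM dose plus 0.02–20 µM confirmation series | times = compound treatment 24 h, 37°C, 5% CO2 | technique = beta-catenin immunofluorescence imaging with DAPI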
Autophagy HCS – alters autophagy in cells; MEF GFP-LC3 puncta imaging; test concentration mostly 10 µM; calls only at 10 µM (by protocol); 190,000 tested, 0.98% active; AID 463193;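 active = percentage of spot-positive cells more than 3 SD above its plate mean, without a fluorescence outlier flag or 80% toxicity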;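 also: spot-positive cell cutoff set from DMSO-treated cells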
Dynein cargo inh – dynein cargo transport inhibition; 220,000 tested, 0.47% active; AID 1381; z-score, hits read low; 3617.4 mouse cells, GR-EGFP nuclear translocation imaging; test concentration mostly 20 µM; stimulated with dexamethasone, 1 µM; stronger effect = lower value;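 active = plate z-score of nuclear minus cytoplasmic receptor signal below a set negative limit, without overly bright fluorescence or cell loss, cut at about -3.5 in these data, passing the limit was not always enough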;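 also: z-score of nuclear minus cytoplasmic ring GR-EGFP intensity difference per well; some compounds called inactive have numbers as strong as hits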
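Buffer or medium – tet-free medium with charcoal-stripped serum · Signal – automated 10x imaging of fixed Hoechst-stained cells · Also added – dexamethasone agonist, 1.0 µM final, for 30 min · Incubation – induction 48 h, compound 1 h, agonist 30 min · Read-out – GR-EGFP nuclear translocation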
MT stabilize HCS – microtubule stabilization, imaging screen | HeLa tubulin immunostaining HCS, 24 h; share of cells brighter than vehicle mean+2SD | % tubulin-high responders, % at 10 µM | 200,000 tested, 0.83% active;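 active = plate Z-score above 3 for both tubulin-high and condensed-nucleus cell shares, with cell loss under 80%, at 10 µM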;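 also: anti alpha tubulin signal scored within the nucleus-defined area of each cell; some results filed as inactive read as strong as hits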
WT yeast gro inh – growth inhibition of WT yeast, mitochondrial fusion screen | mitochondrial fusion phenotypic screen, WT strain | inhibition, % at 10 µM | 190,000 tested, 2.1% active; in the data active = inhibition above about 58%; tested in S. cerevisiae
WT yeast gro inh mutant strain – second read-out of WT yeast gro inh, no call of its own (marks repeat the call); inhibition, %; mitochondrial fusion phenotypic screen, mutant strain inhibition
Dynein cargo inh cytoplasmic EGFP – also measured in Dynein cargo inh; calls as there; z-score; measured here: cytoplasmic GR-EGFP intensity; stronger effect = higher value
Dynein cargo inh nuclear GR-EGFP – also measured in Dynein cargo inh; calls as there; z-score; measured here: nuclear GR-EGFP intensity;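 lower value marks the stronger effect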
Dynein cargo inh cell count – further read-out of Dynein cargo inh, marked with its call; z-score; measured here: cell count per field
Ins promoter up cell count – second read-out of Ins promoter up, no call of its own (marks repeat the call); cell count; measured here: cytotoxicity, nuclei count;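 total cells summed across four imaged fields per well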
b-catenin transl cell count 5 µM – recorded beside b-catenin transl, whose call it bears; cell count; measured here: cell count, cytotoxicity flag
MT stabilize HCS Hoechst-high % – further read-out of MT stabilize HCS, marked with its call; % Hoechst-high responders; measured here: nuclear condensation Hoechst responders;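 share of cells brighter than vehicle mean plus two SD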
MT stabilize HCS cytotoxicity % – second read-out of MT stabilize HCS, no call of its own (marks repeat the call); toxicity, %; measured here: cytotoxicity by cell density;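 0% = mean cell density of plate MIN control wells and 100% = no cells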
Autophagy HCS cell loss 18 h – second read-out of Autophagy HCS, no call of its own (marks repeat the call); toxicity, %; measured here: cell loss, nuclei count;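 cell loss after 18 h compound exposure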
An asterisk follows results filed as active; i = inactive; · = not tested or not shown. Rule as the data show it, unless noted: active = inhibition above about 50%; inactive = the rest.

SMILES	Ins promoter up	Ins promoter up cell count	Yfh1-off respiration	PMI inhibitors	human PMI inhibitors	b-catenin transl	b-catenin transl cell count 5 µM	Autophagy HCS	Autophagy HCS cell loss 18 h	Dynein cargo inh	Dynein cargo inh cytoplasmic EGFP	Dynein cargo inh nuclear GR-EGFP	Dynein cargo inh cell count	MT stabilize HCS	MT stabilize HCS Hoechst-high %	MT stabilize HCS cytotoxicity %	WT yeast gro inh	WT yeast gro inh mutant strain
COc1ccc(C(=O)NCCSc2ccccn2)cc1	-0.32	1229	i	0%	-3%	·	·	i	0	0.29	-0.25	0.5	0.71	3.5	2.9	5.6	-7	-13
NS(=O)(=O)c1ccc(CCNC(=O)C2CCN(S(=O)(=O)c3ccc(Br)s3)CC2)cc1	0.01	1220	i	-2%	7%	0.4	1087	i	6	0.0031	0.27	0.14	-0.11	3.4	2.6	1.1	-12	6
COc1ccc(NC(=O)COc2nsnc2N2CCCCC2)cc1	-0.71	1459	i	8%	0%	-2.9	834	i	18	1.8	-0.19	2.3	-2.2	4.8	1.6	16	-2	-1
O=C(N/N=C/c1coc2ccccc2c1=O)c1cn(-c2ccccc2)nc1-c1ccc(F)cc1	-0.19	1349	i	-1%	-12%	-1.8	928	i	-5	-0.25	-0.22	-0.44	0.53	8.9	8.0	5.7	2	-23
COc1cccc(C2=NN(C(=O)c3ccco3)C(O)(C(F)(F)F)C2)c1 (stereo unspecified)	-0.54	1559	i	2%	3%	-1.5	923	i	-9	-0.46	-0.14	0.0093	0.43	1.0	1.3	4.5	27	15
CC(NC(=O)c1cccs1)c1ccc2c(c1)OCO2 (stereo unspecified)	·	·	i	-1%	-2%	·	·	i	6	-0.77	-0.21	-0.18	0.45	2.7	1.8	4.0	·	·
S=C(NCCC1=CCCCC1)Nc1ccc(Cl)cc1	·	·	i	5%	-9%	0.0	890	i	-8	-0.78	-0.33	-0.66	0.51	2.5	2.9	11	-19	1
COc1ccc(OC)c(NC(=O)CNC(=O)Cn2c(C)cc3ccccc3c2=O)c1	-0.2	911	i	-10%	-6%	·	·	i	-5	-1.5	-0.13	-0.71	0.91	0.8	0.9	5.5	-3	-7
Fc1ccc(-c2cn3cc(C(F)(F)F)cc(Cl)c3n2)cc1	-0.23	1666	i	2%	0%	5.4	978	i	-5	-0.6	-0.35	-0.16	0.075	2.1	1.4	4.0	-6	7
O=C(Nc1nc(-c2cccs2)cs1)c1cc2ccccc2oc1=O	1	1540	·	-3%	-8%	0.3	1362	i	2	0.83	-0.17	0.77	-0.15	3.1	1.6	9.0	-6	-4
CC(C)(O)C#CC#CCN1CCOCC1	0.05	1377	i	3%	-4%	-4.3	1118	i	-4	-0.48	-0.2	-0.15	0.08	2.6	2.1	2.1	-9	-3
NS(=O)(=O)c1cccc(NC(=O)CN2CCC(Cc3ccccc3)CC2)c1	-0.06	1174	i	6%	5%	1.3	1077	i	15	1.8	0.025	0.87	0.26	2.5	2.8	16	-34	-10
CC(=O)Cc1nsc(NC(=O)c2ccc(-c3ccc(Cl)c(Cl)c3)o2)n1	0.66	1120	i	-7%	5%	0.4	1026	i	9	0.25	-0.21	0.2	0.44	2.9	1.4	2.8	69*	-29*
O=C(Nc1nncs1)c1cccc(S(=O)(=O)N2CCOCC2)c1	·	·	i	-5%	-5%	-10	1139	i	13	0.71	-0.15	0.46	-1.2	1.3	1.2	4.7	0	-10
COc1cc(/C=C/C(=O)OCC(=O)N2CCN(S(=O)(=O)c3ccc(C)cc3C)CC2)ccc1O	-0.37	1303	i	12%	24%	-2.0	986	i	11	-0.3	-0.24	0.21	-0.019	2.3	2.2	12	-24	-5
COc1ccc(-c2nnn(CC(=O)c3ccc4c(c3)OCCO4)n2)cc1OC	·	·	i	15%	13%	4.2	497	i	0	-0.76	-0.21	-1	0.69	3.7	1.5	0.3	9	1
CC(=O)Nc1ccc(NS(=O)(=O)c2ccc3[nH]c(=O)[nH]c3c2)cc1	-0.26	1627	i	-6%	4%	-4.9	1153	i	0	-1.2	-0.13	-0.63	-0.036	3.2	2.9	4.8	-6	-11
Cc1cc(C(=O)N/N=C(\CCC(=O)O)c2cccs2)c2ccccc2n1	-0.02	1587	i	-6%	-5%	6.7	897	i	-12	1.1	-0.1	0.46	-1.4	5.9	2.5	6.6	4	-25
CCOC(=O)c1ccccc1NC(=O)CSc1ccc(-c2cccnc2)nn1	0.99	1091	i	-1%	12%	-1.0	1142	i	10	0.074	-0.24	-0.037	0.71	2.2	1.8	8.7	-13	5
CC(C)(C)NC(=O)C(=O)NNC(=O)c1ccco1	-0.94	1394	i	16%	16%	-0.4	1493	i	-6	1.7	-0.097	1.4	-1.9	3.4	2.1	12	-11	-9
Cc1cc[n+](C2=C([O-])c3ccccc3C(=O)/C2=N\S(=O)(=O)c2cccs2)cc1C	-0.09	986	i	-8%	40%	0.9	516	i	30	-1	0.066	-0.49	0.29	5.1	1.7	3.6	15	10
CC(C)(C)NC(=O)c1nc2ccccc2s1	-0.68	1376	i	-11%	-21%	-1.6	838	i	-36	-0.43	-0.21	0.61	0.6	2.1	1.9	6.3	13	4
CCOc1cc(CNCCO)c(Cl)cc1OCC(=O)NCCc1ccccc1	-0.1	1441	i	0%	-3%	-1.2	1322	i	16	-0.7	-0.19	-0.52	0.64	1.7	1.2	3.4	53	37
COc1cc(/C=C/C(=O)Nc2ccc3[nH]c(=O)[nH]c3c2)cc(OC)c1OC	-0.05	1574	i	9%	25%	-1.4	833	i	12	-0.082	-0.29	0.16	0.81	4.6	1.9	6.3	2	11
Cc1nnc(SCc2ccc(C(=O)c3ccc(Cl)cc3)o2)n1-c1ccccc1	-0.78	853	i	-13%	-9%	-0.2	1117	i	4	-0.7	0.061	0.12	1.3	2.3	1.7	22	4	-2
Nc1nc(C(=O)N2CCOCC2)nn1S(=O)(=O)c1ccc(Cl)cc1	-0.19	1275	i	6%	8%	·	·	i	2	0.89	-0.086	1.4	-1.7	2.0	1.6	5.4	4	-38
CN(C(=O)c1cc2sccc2n1C)C1CCCCC1	-0.54	1606	i	2%	3%	1.5	1017	i	-1	-0.92	-0.23	-1.1	0.015	1.6	1.8	6.6	-13	-1
N#Cc1c(-c2ccc(Cl)cc2)nc2n(c1=O)CCCS2	0.79	1762	i	2%	12%	-0.7	1341	i	-4	-0.7	-0.25	-0.99	0.21	2.4	2.0	8.1	23	19
CC(=O)Nc1ccc(C(=O)OCC(=O)NCc2ccc(Cl)cc2)cc1	0.15	1246	i	6%	14%	50*	429*	i	1	0.8	-0.36	0.68	-0.36	32*	54*	56*	1	-12
CCOC(=O)CSc1nc(-c2ccccc2)nc2c1oc1ccccc12	-0.41	1648	i	-3%	-7%	-3.1	1317	i	0	-0.96	-0.063	-0.26	0.17	4.0	2.2	1.0	2	12
CCSc1nnc(NC(=O)CSc2nc3c(c(=O)n2CC)SC(C)C3)s1 (stereo unspecified)	0.29	1420	·	2%	-7%	-0.9	1312	i	6	-1.3	-0.29	-0.4	0.66	5.0	2.9	5.6	32	-4
Fc1cccc(COc2ccccc2C(=S)N2CCCC2)c1	-0.25	1519	i	2%	5%	-2.8	1018	i	21	0.092	-0.31	0.048	0.11	2.0	1.2	8.5	57	22
O=C(NCC(c1cccs1)N1CCOCC1)c1cc(-c2ccccn2)nc2ccccc12 (stereo unspecified)	-0.31	1094	i	·	·	-0.1	1273	·	·	-0.97	0.081	0.25	-0.4	·	·	·	·	·
COC(=O)c1ccc(NC(=O)Cn2nc(C)cc2C)cc1	-0.56	1551	i	-3%	4%	-1.1	1025	i	1	0.087	0.37	0.32	0.22	3.9	2.7	6.8	-16	-4
COc1ccc(N(C(=O)Cn2nnc3ccccc32)C(C(=O)NCc2ccco2)c2cccnc2)cc1 (stereo unspecified)	0.23	1382	i	2%	2%	-2.6	1509	i	11	-0.76	-0.14	-0.36	2.3	1.9	1.5	0.3	2	17
CC1=CC(C)(C)N(C(=O)CN2C(=O)c3ccccc3C2=O)c2ccccc21	-0.26	2170	i	14%	16%	2.0	1091	i	-5	0.3	0.05	0.52	-0.81	6.0	2.5	9.6	6	17
Cc1ccc(C)c2[nH]c(=O)c(CCNC(=O)c3ccc(Br)o3)cc12	·	·	i	·	·	·	·	i	-4	-0.18	-0.27	-0.39	0.57	3.0	2.6	6.1	·	·
O=C(O)CNC(=S)N(Cc1ccccc1Cl)C1CCCCC1	0.18	1226	i	-3%	-6%	-0.8	1116	i	-12	-0.45	-0.36	-0.56	0.79	4.0	3.2	6.6	1	6

Single records, as listed above:
Nc1nc(C(=O)N2CCOCC2)nn1S(=O)(=O)c1ccc(Cl)cc1 as listed: Ins promoter up: -0.19; Ins promoter up cell count: 1275; Yfh1-off respiration: i; PMI inhibitors: 6%; human PMI inhibitors: 8%; b-catenin transl: ·; b-catenin transl cell count 5 µM: ·; Autophagy HCS: i; Autophagy HCS cell loss 18 h: 2; Dynein cargo inh: 0.89; Dynein cargo inh cytoplasmic EGFP: -0.086; Dynein cargo inh nuclear GR-EGFP: 1.4; Dynein cargo inh cell count: -1.7; MT stabilize HCS: 2.0; MT stabilize HCS Hoechst-high %: 1.6; MT stabilize HCS cytotoxicity %: 5.4; WT yeast gro inh: 4; WT yeast gro inh mutant strain: -38
CC1=CC(C)(C)N(C(=O)CN2C(=O)c3ccccc3C2=O)c2ccccc21 as listed: Ins promoter up: -0.26; Ins promoter up cell count: 2170; Yfh1-off respiration: i; PMI inhibitors: 14%; human PMI inhibitors: 16%; b-catenin transl: 2.0; b-catenin transl cell count 5 µM: 1091; Autophagy HCS: i; Autophagy HCS cell loss 18 h: -5; Dynein cargo inh: 0.3; Dynein cargo inh cytoplasmic EGFP: 0.05; Dynein cargo inh nuclear GR-EGFP: 0.52; Dynein cargo inh cell count: -0.81; MT stabilize HCS: 6.0; MT stabilize HCS Hoechst-high %: 2.5; MT stabilize HCS cytotoxicity %: 9.6; WT yeast gro inh: 6; WT yeast gro inh mutant strain: 17

Compound activity as filed in PubChem BioAssay.
